High-throughput results: PubChem, several laboratories
IEC-6 tox: cytotoxicity in IEC-6 intestinal epithelial cells, primary screen, cytotoxicity control for KLF5 inhibitor project, cell-based, luminescence | IEC-6 cytotoxicity, luminescence viability | inhibition, % at 5 µM | 290,000 tested, 0.78% active | AID 1825, 2009; in the data active means inhibition above about 22%;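 further: 0% = plate median of test compound wells and 100% = cytotoxic reference compound wells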
aSyn 5UTR inh: MLPCN primary screen, SNCA 5' untranslated region. alpha-synuclein 5'UTR reporter, inhibitor activity. AID 1813, 2009. 300,000 tested, 0.82% active. inhibition, % (tested at 7.5 µM); in the data active means inhibition above about 60%;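 further: H4 neuroglioblastoma cells stably carrying SNCA 5'UTR luciferase fusion; 0% = DMSO wells and 100% = positive control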
HIF activator: HIF pathway transcriptional activators, primary screen, cell-based, U2OS HRE-luciferase, luminescence | U2OS HRE-luciferase reporter; normalized: DMSO 0%, desferrioxamine 100% | activation, % at 7.5 µM (by protocol) | 300,000 tested, 0.32% active;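 active means mean activation of at least 10% of the iron chelator positive control signal, with at least half of replicates also reaching 10%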
HSF1 inhib: HSF1 inhibitors in luciferase reporter cells, primary screen, cell-based, NIH3T3, luminescence. AID 2098, 2009. NIH3T3-HGL HSE-luciferase, MG132-induced, luminescence 8 h; active compounds read low. 300,000 tested, 0.77% active. activity change, negative = inhibition, % at 7.5 µM (by protocol);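 active means more than half of replicate wells show activity change below -50%, luminescence cut by over half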;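 further: luciferase reports HSF-1 transcriptional activity via heat shock element; 0% = median of DMSO wells and -100% = zero luminescence signal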
HDAC3 inh: HDAC3 deacetylase inhibitors, primary screen, biochemical, fluorescence, cell-free homogeneous; Histone deacetylase 3 (Homo sapiens), O15379; inhibition, % at 8.3 µM; recombinant HDAC3, fluorogenic peptide/trypsin coupled; 320,000 tested, 0.15% active; in the data active means inhibition above about 26%, passing the limit was not always enough
Target sequence (O15379 whole entry, looked up): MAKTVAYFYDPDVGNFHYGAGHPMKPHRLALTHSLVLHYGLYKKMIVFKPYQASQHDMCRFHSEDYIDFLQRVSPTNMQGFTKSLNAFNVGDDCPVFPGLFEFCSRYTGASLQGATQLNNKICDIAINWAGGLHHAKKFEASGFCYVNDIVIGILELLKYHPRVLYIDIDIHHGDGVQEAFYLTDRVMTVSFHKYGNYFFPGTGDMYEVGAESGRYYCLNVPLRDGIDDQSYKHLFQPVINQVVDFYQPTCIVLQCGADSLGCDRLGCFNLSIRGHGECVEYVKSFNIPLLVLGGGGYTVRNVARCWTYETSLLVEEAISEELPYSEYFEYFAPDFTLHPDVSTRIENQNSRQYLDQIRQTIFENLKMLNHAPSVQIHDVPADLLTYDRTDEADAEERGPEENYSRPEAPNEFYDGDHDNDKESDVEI
KLF5 inh: KLF5 expression inhibitors, primary screen, DLD-1 cells, luminescence. inhibition, % at 5 µM. DLD-1 KLF5 promoter-luciferase reporter. AID 1700, 2009. 290,000 tested, 0.23% active;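 active means inhibition above a per-plate limit of that plate's mean compound inhibition plus 3 SD, cut at about 60% in these data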;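 further: 0% = DMSO wells and 100% = LY294002 at 200 µM; higher means less KLF5 promoter-driven luciferase light; inactives centre near -14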
AI-2 QS modul: Vibrio harveyi AI-2 quorum sensing modulators, primary screen, JMH597 strain, luminescence/OD600 ratio. Vibrio harveyi JMH597 AI-2 luminescence/OD600 ratio, 9 h; active compounds read low; strain lacks LuxN and CqsS sensors; 0 = neutral-control median. activity change, % at 7.5 µM. 300,000 tested, 0.4% active; in the data active means activity change below about -75%, passing the limit was not always enough;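 further: luminescence divided by OD600 gain over 9 h not by final OD600 alone; inactives centre near 13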
HSP90 inh: HSP90 inhibitors, primary screen, cell lysate, luminescence | Rabbit reticulocyte lysate, luciferase refolding luminescence, 3 h | 290,000 tested, 0.91% active | AID 1789, 2009 | Heat shock protein HSP 90 (rabbit reticulocyte lysate; luciferase refolding) | inhibition, % at 5.6 µM;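 active means inhibition above the screen-wide mean plus 3 SD, computed separately per campaign, cut at about 16% in these data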;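 further: 0% = DMSO wells and 100% = 60 µM geldanamycin wells; inhibitors lower the luminescence because luciferase stays unfolded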
Platelet DG rel: inhibitors of platelet dense granule secretion, primary screen, cell-based, MLPCN, human platelets; 300,000 tested, 0.22% active; inhibition, %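 (compounds screened at 7.5 µM in platelet-rich plasma)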; human platelet-rich plasma, SFLLRN dense granule ATP release, luminescence;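 active means mean replicate score, as percent of positive control, at or above 50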
HSF1 activator: HSF-1 activators, primary screen, NIH3T3-HGL cells, MG132 stress, luminescence, single point. NIH3T3-HGL HSF-1 luciferase reporter, 8 h; 100% = twice DMSO control signal. 300,000 tested, 1.7% active. AID 504408, 2011. activation, % at 9 µM;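 active means mean replicate activation of at least 50% with a set share of replicates each reaching 50%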;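 further: 0% = median of the neutral control wells and 100% = twice that signal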
The depositor's hits bear a star; x = no result given.

Start of the data: the first 6 entries, ahead of the listing:
#	Structure	IEC-6 tox	aSyn 5UTR inh	HIF activator	HSF1 inhib	HDAC3 inh
1	COC(=O)c1c(C)nn(-c2ccc(OC(F)(F)F)cc2)c1-c1snnc1C	4	12	-0.2	-8	-3
2	COc1cccc(C2CCCN2Cc2nc(-c3sccc3C)oc2C)c1 (stereo not drawn)	-1	-11	-0.5	-2	4
3	O=c1cc([O-])[n+]2c3n1CCCN3CCC2	5	16	-0.2	-6	1
4	C/C=C(\C)CN1CCC(Oc2ccc(C(=O)NCc3ccccn3)cc2)CC1	-1	-1	0.2	-1	-8
5	CCOc1cc(C(=O)N=c2sccn2C)cc(Br)c1OC	8	6	0.1	0	-2
6	Cc1cc(Cl)ccc1C(=O)C1CCCN(C(=O)c2ccc3ncccc3c2)C1 (stereo not drawn)	-1	-16	-0.4	-7	4

#	KLF5 inh	AI-2 QS modul	HSP90 inh	Platelet DG rel	HSF1 activator
1	-15	21	2	15	-8
2	13	21	1	1	2
3	-11	14	2	-7	-2
4	-12	20	-2	-5	17
5	-8	9	1	-1	-5
6	-27	23	-6	-4	-6

All compounds of this part, from the start:
#	Structure	IEC-6 tox	aSyn 5UTR inh	HIF activator	HSF1 inhib	HDAC3 inh
1	COC(=O)c1c(C)nn(-c2ccc(OC(F)(F)F)cc2)c1-c1snnc1C	4	12	-0.2	-8	-3
2	COc1cccc(C2CCCN2Cc2nc(-c3sccc3C)oc2C)c1 (stereo not drawn)	-1	-11	-0.5	-2	4
3	O=c1cc([O-])[n+]2c3n1CCCN3CCC2	5	16	-0.2	-6	1
4	C/C=C(\C)CN1CCC(Oc2ccc(C(=O)NCc3ccccn3)cc2)CC1	-1	-1	0.2	-1	-8
5	CCOc1cc(C(=O)N=c2sccn2C)cc(Br)c1OC	8	6	0.1	0	-2
6	Cc1cc(Cl)ccc1C(=O)C1CCCN(C(=O)c2ccc3ncccc3c2)C1 (stereo not drawn)	-1	-16	-0.4	-7	4
7	Cc1ccccc1Cn1c(C(=O)OC(C)C)cc2c1ccn2C	10	13	-0.5	7	13
8	Cc1ccc(CSCC(=O)NN=C2CCN(C)CC2)cc1	-3	-4	0.0	5	3
9	COc1ccc(-n2c(=O)c3c4c(sc3n3cnnc23)CC(C)CC4)cc1 (stereo not drawn)	5	14	-0.4	8	-6
10	COc1ccc(CCNC(=O)c2n[nH]c3ccccc23)cc1	-2	-60	1.2	11	-2
11	COc1ccc(C(=O)/C(=C\c2sccc2C)c2nc3ccccc3o2)cc1	-1	-68	0.5	-14	5
12	CC(=O)N1N=C2c3ccccc3CCC2C1c1cccs1 (stereo not drawn)	7	8	0.1	-2	-2
13	CCOC(=O)C1CCCN(S(=O)(=O)c2ccc(C)cc2)C1 (stereo not drawn)	-6	-21	0.0	-10	1
14	C=CCn1c(SCC(=O)Nc2ncc(Cc3ccc(Br)cc3)s2)nnc1-c1ccncc1	4	-1	-0.1	-7	2
15	COc1ccc(OC)c(CN2CCN(C(=O)CN3C(=O)NC4(CCCC4)C3=O)CC2)c1	x	16	0.2	-4	2

#	KLF5 inh	AI-2 QS modul	HSP90 inh	Platelet DG rel	HSF1 activator
1	-15	21	2	15	-8
2	13	21	1	1	2
3	-11	14	2	-7	-2
4	-12	20	-2	-5	17
5	-8	9	1	-1	-5
6	-27	23	-6	-4	-6
7	-11	2	0	-6	21
8	-8	3	5	8	1
9	7	28	-1	9	20
10	-40	-3	1	-9	9
11	-16	6	5	-3	-24
12	-5	27	-4	-5	13
13	-12	-24	-1	-1	7
14	21	15	0	2	3
15	x	9	x	16	0

(continued)
#	Structure	IEC-6 tox	aSyn 5UTR inh	HIF activator	HSF1 inhib	HDAC3 inh
16	CCOC(=O)c1nn(-c2cccc(OC)c2)c2nc(CC)c(C#N)c(=O)n12	2	8	-0.4	-1	-2
17	O=C(c1c[nH]c2ccccc12)N1CCN(c2ccccc2)CC1	0	-28	1.9	16	-6
18	Cc1ccc(OCC(=O)N2CCc3ccccc3C2)c([N+](=O)[O-])n1	0	4	-0.2	1	-2
19	Cc1ccc(N(CC(=O)NCc2ccc(F)cc2)C(=O)c2csnn2)c(C)c1	1	3	-0.7	-5	1
20	CCOc1ccc(NC(=O)CCC(=O)N/N=C2\CCCc3ccccc32)cc1	3	x	x	x	2
21	COc1ccc(CCNC(=O)CCC(=O)c2cccs2)cc1OC	x	4	0.2	-1	9
22	COc1ccc(N=Cc2nc(-c3ccccc3)oc2OC(=O)c2ccccc2)cc1	14	-92	1.4	24	2
23	O=C(NC1CCCCC1)C(c1ccc2ncccc2c1)N(Cc1ccco1)C(=O)c1ccc2c(c1)OCCO2 (stereo not drawn)	1	23	-0.7	x	1
24	CC(C)c1ccc(NC2CCCN(C(=O)c3n[nH]c4c3CCC4)C2)cc1 (stereo not drawn)	1	-15	-1.2	-1	6
25	CCOC(=O)c1cnc2c(C)cccc2c1NCCc1ccc(OC)c(OC)c1	4	-11	-0.1	-4	-1
26	O=C(c1ccccc1)N1CCC(c2nc3c(nnn3Cc3ccccc3Cl)c(=O)[nH]2)CC1	3	34	-0.6	-7	4
27	Cc1ccccc1C(=O)NCC(=O)NNC(=S)NC(=O)c1ccccc1	-7	-7	-0.7	5	4
28	COc1cc(/C=C/C(=O)OCC(=O)NC(=O)NC2CCCCC2)ccc1OC(F)F	5	7	-0.3	1	7
29	O=C(Nc1ccc(F)cc1F)c1sccc1SCc1cccc(C(F)(F)F)c1	2	9	0.1	-2	20
30	COc1ccc(C(=O)c2sc3nc(C)cc(-c4cccs4)c3c2N)cc1	-9	17	-0.3	-7	x

#	KLF5 inh	AI-2 QS modul	HSP90 inh	Platelet DG rel	HSF1 activator
16	16	15	0	-2	-4
17	-4	11	-2	9	23
18	-24	11	-1	-7	11
19	-10	4	8	2	0
20	-7	31	-4	x	x
21	x	14	x	12	-5
22	-91	27	0	-2	44
23	-7	14	0	-7	x
24	-17	-3	-8	-8	2
25	-47	8	1	-4	0
26	-31	7	2	-1	5
27	10	36	4	-3	19
28	-3	10	2	-4	-6
29	-12	15	2	-2	21
30	-19	23	-2	-1	6

2 records picked at random from the list so far:
#	Structure	IEC-6 tox	aSyn 5UTR inh	HIF activator	HSF1 inhib	HDAC3 inh
30	COc1ccc(C(=O)c2sc3nc(C)cc(-c4cccs4)c3c2N)cc1	-9	17	-0.3	-7	x
19	Cc1ccc(N(CC(=O)NCc2ccc(F)cc2)C(=O)c2csnn2)c(C)c1	1	3	-0.7	-5	1

#	KLF5 inh	AI-2 QS modul	HSP90 inh	Platelet DG rel	HSF1 activator
30	-19	23	-2	-1	6
19	-10	4	8	2	0

(continued)
#	Structure	IEC-6 tox	aSyn 5UTR inh	HIF activator	HSF1 inhib	HDAC3 inh
31	CCOC(=O)c1c(NC(=O)COc2ncnc3sccc23)sc2c1CCC2	-1	32	-0.2	-4	-5
32	O=C(Nc1ccc(/C=C/c2nc3ccccc3o2)cc1)c1cccc(C(F)(F)F)c1	-2	-57	0.3	-5	1
33	CC(=O)Nc1ccc(NC(=O)C/C(C)=N/NC(=O)C(=O)Nc2ccc(C)c(Cl)c2)cc1	3	-16	-0.3	-3	-2
34	COc1ccnc(N=CNOCc2ccc(Cl)cc2)c1C#N	0	2	0.3	4	-4
35	COc1ccc2[nH]c3c(=O)n(Cc4ccc(C(=O)N5CCCCCC5)cc4)c(=S)[nH]c3c2c1	3	6	0.7	-4	8
36	O=C(NCc1ccc(F)cc1)c1ccc(NC(=O)C2CCCO2)cc1 (stereo not drawn)	-10	16	-0.7	1	-2
37	Cc1nn(-c2ccc(Cl)cc2)c(N)c1C(O)(CSc1nccn1C)C(F)(F)F (stereo not drawn)	6	x	x	x	-2
38	CCCCCCN1C=CC=C/C1=C\C=C(C#N)C#N	1	8	-0.1	-11	-2
39	O=C(Cn1nc(Cc2ccncc2)c2ccccc2c1=O)N1CCN(C(=O)c2ccco2)CC1	-2	-6	-0.1	-4	-1
40	O=C(N/N=C/c1ccc2c(c1)OCO2)c1ccc2c(c1)OCCO2	-3	-136	1.9	-55*	1
41	CC1CCN(C(=O)COC(=O)CCCN2C(=O)c3cccc4cccc(c34)C2=O)CC1	6	17	0.2	3	-6
42	O=C(NC1CCCC1)C(c1ccncc1)N(CCCN1CCOCC1)C(=O)c1ccc(-c2ccccc2)[nH]1 (stereo not drawn)	-1	-7	0.0	22	1
43	Cc1cc2oc(C(=O)Nc3nonc3C)c(C)c2cc1C	0	-175	2.7	14	2
44	COc1ccc(NS(=O)(=O)c2ccc(Cl)c(C(=O)O)c2)cc1S(=O)(=O)N1CCCCC1	-1	22	1.5	-5	6
45	CC1CCN(c2ccc(C(=O)OCC(=O)NCCN3C(=O)CSC3=O)cc2[N+](=O)[O-])CC1	-6	13	1.6	2	-5

#	KLF5 inh	AI-2 QS modul	HSP90 inh	Platelet DG rel	HSF1 activator
31	12	12	1	3	5
32	-2	14	1	-1	-5
33	-4	28	-3	-3	4
34	-10	1	-5	-2	26
35	0	-14	1	1	21
36	8	x	-4	-1	-2
37	-51	x	-5	x	x
38	-16	44	-1	0	0
39	-37	16	0	2	-8
40	-56	16	-1	9	-60
41	-13	13	-4	6	-7
42	-9	33	-1	2	29
43	-176	12	5	-8	37
44	15	25	1	-10	-8
45	-20	-1	2	-2	-19

More structures follow.
#	Structure	IEC-6 tox	aSyn 5UTR inh	HIF activator	HSF1 inhib	HDAC3 inh
46	CCOc1ccc(NC(=S)N=Nc2c(O)[nH]c3ccccc23)cc1	13	39	0.3	-8	2
47	Oc1ccc(N=Nc2n[nH]c(-c3ccccc3)n2)cc1	7	-85	1.8	23	3
48	Nn1c(SCC(=O)Nc2ccc3c(c2)OCCO3)nncc1=O	-1	-18	0.1	4	-5
49	COc1ccccc1NS(=O)(=O)c1c(C)[nH]c(C)c1C(=O)N1CCCC1	-4	-9	-0.6	-7	6
50	Cc1ccccc1CC(=O)N1CCCC(CCC(=O)N2CCN(c3ccccn3)CC2)C1 (stereo not drawn)	0	3	0.2	-2	-4
51	Cc1ccc(NC(=O)COc2coc(CN3c4ccccc4CC3C)cc2=O)c(C)c1 (stereo not drawn)	x	3	1.7	-9	10
52	Cc1nonc1OCC(C)(COc1nonc1C)NC(=O)c1ccc(Cl)cc1	3	19	-0.1	11	3
53	Cc1cccc(NC(=O)NCc2ccc3[nH]c(C)cc3c2)c1	0	-59	-0.1	-5	6
54	Cc1ccc(S(=O)(=O)N2CCN(C(=O)c3ccc(-n4cncn4)c([N+](=O)[O-])c3)CC2)cc1	x	-7	-0.3	-5	-4

#	KLF5 inh	AI-2 QS modul	HSP90 inh	Platelet DG rel	HSF1 activator
46	-41	28	-2	-1	0
47	-90	30	0	24	38
48	-27	23	-3	-3	7
49	-14	-1	4	12	11
50	-90	13	2	0	14
51	x	15	x	2	-18
52	-29	-1	2	1	20
53	-50	7	1	-11	-5
54	x	7	x	-8	-21
